Luciferase inh – inhibitors of firefly luciferase; purified firefly luciferase, luminescence, 8 min; Potency, µM (doses to about 57.1 µM), inactives show at the top dose activity change, negative = inhibition, actives largely listed as inhibitors; 72,000 compounds, 2.2% hits; further: potency means the concentration at half of the fitted maximal effect; on the % scale 0 is the no-effect control and ±100 the full control effect; nearly all actives have a fitted effect of over 40% in size
Target sequence (P08659 whole entry, looked up): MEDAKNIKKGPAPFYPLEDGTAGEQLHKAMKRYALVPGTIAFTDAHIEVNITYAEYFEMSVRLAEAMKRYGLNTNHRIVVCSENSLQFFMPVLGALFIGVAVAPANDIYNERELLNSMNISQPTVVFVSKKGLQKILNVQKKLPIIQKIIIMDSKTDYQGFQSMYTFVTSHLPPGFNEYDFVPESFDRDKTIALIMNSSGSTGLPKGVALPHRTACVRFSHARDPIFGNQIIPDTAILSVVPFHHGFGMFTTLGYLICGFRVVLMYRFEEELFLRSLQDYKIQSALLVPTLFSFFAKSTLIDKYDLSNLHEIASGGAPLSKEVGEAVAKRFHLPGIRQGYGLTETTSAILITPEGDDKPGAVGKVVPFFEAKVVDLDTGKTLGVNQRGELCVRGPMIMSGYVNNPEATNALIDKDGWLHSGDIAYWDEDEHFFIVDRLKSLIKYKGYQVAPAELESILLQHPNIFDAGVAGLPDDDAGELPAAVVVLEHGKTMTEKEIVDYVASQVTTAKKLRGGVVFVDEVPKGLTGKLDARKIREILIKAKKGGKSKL
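Luminescence read-out after 8 min at room temperature; enzyme reaction used luciferin plus 10 uM ATP (linear range) in imidazole buffer pH 7.2 with KCl, MgCl2, Tween 20 and BSA. Each sample was run as a titration.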
A350 fluor – A350 region autofluorescence; 59,000 compounds, 11% hits; Compound autofluorescence, 340/450 nm, Alexa 350 dye-equivalents; active compounds read high; max dye-equivalent concentration, M; in the data active means max dye-equivalent concentration above about 10 nM; inconclusive means mostly about 1.1 nM to 9.6 nM
GFP derepression – epigenetic GFP locus derepression in mouse cells; 68,000 compounds, 0.09% hits; mouse C127i GFP locus derepression, cytometry, 30 h; Potency, µM (series often up to 46.1 µM), for the others: at the highest dose GFP derepression (activation); AID 597; further: % of control where 0% means no effect
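Read-out is the number of GFP-positive cells, scored as fluorescent objects 20 to 120 um wide, reflecting derepression of a silenced CMV-GFP reporter in murine C127i cells after 30 h compound exposure at 37 C.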
Texas Red fluor – Texas Red region autofluorescence; max dye-equivalent concentration, M; 59,000 compounds, 0.06% hits; Compound fluorescence, Texas Red channel, 547/618 nm; active compounds read high; in the data active means max dye-equivalent concentration above about 10 nM; inconclusive means between about 1.1 nM and that limit
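Dye-equivalent concentrations come from scaling compound signal (ex 547, em 618 nm) to six Texas Red standard concentrations run on every plate, after 15 min room-temperature incubation in pH 8.0 Tris (100 mM).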
ERK AVP block – vasopressin-driven ERK pathway inhibition | Potency, µM (series often up to 57.5 µM), without a hit: at the top dose activity, negative = inhibition, most hits filed as inhibitors | HEK293-V1b, vasopressin-stimulated pERK AlphaScreen | 72,000 compounds, 0.99% hits | AID 995; further: potency means the concentration at half of the fitted maximal effect; on the % scale 0 is the no-effect control and ±100 the full control effect; nearly all actives have a fitted effect of over 55% in size
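HEK293 cells stably expressing V1b receptor, preincubated 30 min at 37 °C with compound, then stimulated 5 min with 25 nM vasopressin. Phospho-ERK by AlphaScreen SureFire after 5 h RT; normalized to DMSO and vasopressin; AC50 by Hill fit.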
4-MU autofl – 4-MU region autofluorescence | max dye-equivalent concentration, M | compound autofluorescence, 340/450 nm, 4-MU equivalents; active compounds read high | AID 589 | 59,000 compounds, 11% hits; in the data active means max dye-equivalent concentration above about 10 nM; inconclusive means mostly about 1.1 nM to 9.6 nM
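Compounds in 100 mM Tris, pH 8.0, sat 15 min at room temperature before fluorescence was read at 340 nm excitation/450 nm emission; a per-plate six-point 4-MU standard curve converted signals to dye-equivalent concentration at each compound concentration.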
HBB splice mod – alters splicing of the hemoglobin beta chain; HBB splicing reporter cell assay, activation; EGFP reporter with mutant IVS2-654 intron; response scale: normalised to 500 nM splice-correcting PNA; AID 925; Potency, µM (top dose mostly 46.1 µM), without a hit: at the highest dose activation, hits mostly activators; 65,000 compounds, 0.06% hits; further: potency means the concentration at half of the fitted maximal effect; 0% is about no effect
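HeLa cells stably expressing EGFP interrupted by mutant beta-globin intron 2 (IVS2-654), 500/well in 2% FCS. Treated with compound for 2 days at 37C. Splicing correction scored as total well GFP intensity (488 nm excitation, 500-520 nm emission); 500 nM antisense PNA served as control.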
CRE-bla Fsk – CRE-bla signaling modulation under forskolin stimulation; Potency, µM (titrated, usually from 38.2 µM), for the others: top-dose activity change, negative = inhibition, most hits filed as activators; 71,000 compounds, 2.5% hits; AID 662; CHO CRE-bla reporter (cAMP response element driving beta-lactamase), forskolin EC10, beta-lactamase ratio; active means well fitted activation curve with a large enough effect in the signal ratio, with a control signal flat, not every such curve was filed as active; inconclusive means small, poorly fitted or top-dose-only effect, or effect the other way, or a change in a side signal; the % refers to the signal ratio; further: potency means the concentration at half of the fitted maximal effect; % of control where 0% means no effect
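Modulation of forskolin-driven signalling is measured in CHO cells carrying a CRE-controlled beta-lactamase reporter. Cells are stimulated with EC10 NKH 477 in the presence of titrated compound for 3 h at 37 °C, then loaded with CCF4 for 2 h at room temperature.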
Fluorescein fluor – compound autofluorescence in fluorescein spectral region; Compound autofluorescence, 480/540 nm, fluorescein-equivalent; active compounds read high; max fluorescein-equivalent concentration, M; 59,000 compounds, 0.91% hits; AID 593; in the data active means max fluorescein-equivalent concentration above about 10 nM; inconclusive means between about 1.1 nM and that limit
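Autofluorescence profiling; 100 mM Tris, pH 8.0; incubation 15 min at RT; ex/em 480/540 nm; result as fluorescein-equivalent concentration.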
Ub-GFP proteasome – ubiquitin-GFP accumulation via proteasome inhibition. Ubiquitin-GFP reporter cells, proteasome inhibition, GFP fluorescence; response scale: untreated = 0%, 10 µM MG-132 = 100%. Potency, µM (titrated, usually from 45.9 µM), without a hit: at the highest dose activation (GFP accumulation), usual class: activators. 67,000 tested, under 10 active. AID 526; active means well fitted activation curve with a large enough effect, not every such curve was filed as active; inconclusive means small, poorly fitted or top-dose-only effect, or another doubt; inactive means no such curve, though single readings can be large or run the other way; further: potency means the concentration at half of the fitted maximal effect
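GFP accumulation read-out: laser plate cytometry counting ubiquitin(G76V)-GFP-expressing U2OS cells after 4 hr compound exposure at 37 °C. Titrations spanned 46 uM to 2.9 nM; 0% = basal, 100% = 10 uM MG-132; concentration-response curves fitted.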
Hsp90 Hop PPI – changes Hsp90-Hop TPR2A binding signal, up or down. 71,000 compounds, 0.44% hits. AID 595. Potency, µM (highest dose often 57 µM), for inactives: at the top dose activity change, negative = inhibition. AlphaScreen TPR2A-His6 binding biotin-Hsp90 C-terminal peptide; active means well fitted curve in either direction with a large enough effect; inconclusive means small, poorly fitted or top-dose-only effect, or another doubt; further: potency means the concentration at half of the fitted maximal effect; on the % scale 0 is the no-effect control and ±100 the full control effect; many of its hits are not listed in these tables
Active calls of the source: *; i = inactive; ? = inconclusive; . = not tested or not shown; [ ] = another dose, or the depositor's remark. Unless noted, the call rests on the fitted dose curve; in most records, active means well fitted curve in the direction sought with a large enough effect; inconclusive means small, poorly fitted or top-dose-only effect, or another doubt; inactive means no such curve, though single readings can be large; an effect the other way counts as inactive or inconclusive. An excerpt; rates above refer to the full screens.

SMILES | Luciferase inh | A350 fluor | GFP derepression | Texas Red fluor | ERK AVP block | 4-MU autofl | HBB splice mod | CRE-bla Fsk | Fluorescein fluor | Ub-GFP proteasome | Hsp90 Hop PPI
Cc1ccc(C(c2nnnn2Cc2cccs2)N2CCN(C(=O)c3ccco3)CC2)cc1 (stereo unspecified) | 1% | i | -3% | i | 21% | i | 1.2%[57.5 µM] | -8% | ? | -2% | -5%
COc1ccc(CNC(=O)C2CCCN(S(=O)(=O)c3cnc[nH]3)C2)cc1 (stereo unspecified) | 0% | . | -6% | . | 5% | . | -0.4% | -4% | . | -3% | 1%
O=C(Cc1ccc(S(=O)(=O)N2CCCC2)s1)Nc1nc2c(s1)CCCC2 | -1% | i | 3% | i | 5% | i | -0.1%[57.5 µM] | -9% | ? | 2% | -10%
S=c1[nH]nc(COc2ccc(Cl)cc2)o1 | 0% | i | 0% | i | -17% | i | . | -2% | i | 3% | -1%
COc1ccc(N2CCN(C(CNC(=O)C3CCCCC3)c3cccnc3)CC2)cc1 (stereo unspecified) | 1% | i | 0% | i | 20% | i | 0.3% | ? | i | -5% | -8%
O=C(Nc1nc(-c2ccc3c(c2)OCO3)cs1)c1ccncc1 | -49% | i | -3% | ? | ? | i | -1.0% | ? | i | 0% | -3%
Cc1ccc(C)n1-n1c(C)nc2sc3c(c2c1=O)CCCCC3 | -2% | i | 28% | i | 0% | i | 0.0%[57.5 µM] | 5% | i | 5% | -5%
O=C(CNC(=O)c1ccccc1)NC1(C(=O)NC2CCCC2)CCCCC1 | 1% | i | 1% | i | 5% | i | -1.1% | ? | ? | 23% | -1%
Cc1onc(-c2ccccc2)c1C(=O)Nc1cc(C(F)(F)F)ccc1N1CCOCC1 | 1% | i | 0% | i | 25% | i | 0.2%[57.5 µM] | ? | i | 0% | 7%
COc1ccc(S(=O)(=O)N2CCc3ccccc32)cc1C(=O)OCc1nnc(-c2ccccc2)o1 | -1% | i | -1% | i | 1% | i | -5.1% | ? | ? | -15% | 1%
COc1cccc(NC(=O)Nc2cccs2)c1 | 16µM* | i | 3% | ? | 14% | i | 3.0% | -25% | ? | 5% | -22%
CCCc1nnc(NC(=O)CCC(=O)N2CCCCC2CC)s1 (stereo unspecified) | -3% | ? | -2% | i | 4% | ? | 1.6%[1.84 µM] | 5% | i | 24% | -2%
CCOC(=O)Cn1cc(-c2ccccc2)nn1 | 1% | . | -2% | . | 22% | . | -1.7% | 3% | . | -6% | 0%
Cc1ccc(-c2nnc(SCC(=O)O)n2N)cc1 | -2% | i | 0% | i | 5% | i | 0.3%[57.5 µM] | ? | ? | 2% | -1%
COCCn1c(COc2ccc(C)cc2)nc2ccccc21 | 13µM* | i | 2% | ? | 12% | i | -3.5% | 13% | i | -5% | 6%
CCN(CC)CCNc1ccc(CO)c2sc3ccccc3c(=O)c12 | 4%[25.5 µM] | ? | -1%[20.6 µM] | i | 20% | i | -1.1%[20.6 µM] | ? | ? | 3%[20.5 µM] | -8%[26 µM]
CCOc1ccc(N(CC(=O)N2CCN(c3ccccc3)CC2)S(=O)(=O)c2c(C)noc2C)cc1 | 0% | . | . | . | -27% | . | -1.2% | ? | . | -4% | -5%[2.3 µM]
Cc1nc(N2CCOCC2)c2nc(-c3ccccc3)n(CCCN3CCOCC3)c2n1 | . | . | . | . | -11% | . | -0.2% | ? | . | -2% | -3%
O=C1C(Cl)=C(N2CCOCC2)C(=O)N1c1ccccc1Cl | 0% | . | -2% | . | -16% | . | 0.2%[0.0738 µM] | ? | . | 6%[9.17 µM] | -6%[11 µM]
O=C(Cn1nnc(-c2ccncc2)n1)N(C1CCCCC1)C1CCCCC1 | 0% | i | 0% | ? | ? | i | -2.1% | -22% | i | -2% | -8%
CCCCNN | 2%[11.4 µM] | i | 0%[9.22 µM] | i | -2%[11.5 µM] | i | -0.7%[9.22 µM] | 0%[7.6 µM] | i | -10%[9.17 µM] | -3%[11 µM]
CC(C)C1Cc2c(C#N)c(N)n(C)c(=S)c2CO1 (stereo unspecified) | -1%[25.5 µM] | i | 0%[20.6 µM] | i | . | i | . | . | i | . | .
O=C(NCCCN1CCOCC1)C1CC(=O)N(CCc2ccccc2)C1 (stereo unspecified) | 2% | i | 0% | ? | -1% | i | -2.5% | ? | i | -4% | -8%
Cc1ccc(NC(=O)C2CCCN(S(=O)(=O)c3cnc[nH]3)C2)cc1F (stereo unspecified) | 0% | . | -5% | . | 2% | . | -1.6% | -9% | . | -12% | 0%
Cc1c(-c2nc(N)nc(Nc3ccc(F)cc3)n2)oc2ccccc12 | -11% | i | -2% | i | 16% | i | -0.1% | ? | i | 1% | -6%

(listing goes on)
SMILES | Luciferase inh | A350 fluor | GFP derepression | Texas Red fluor | ERK AVP block | 4-MU autofl | HBB splice mod | CRE-bla Fsk | Fluorescein fluor | Ub-GFP proteasome | Hsp90 Hop PPI
Cc1ccc(OCc2nc(-c3ccccn3)no2)c(Br)c1 | 5µM* | . | 1% | . | 1% | . | -2.8% | 5% | . | 12% | 0%
CCC(C)(C)n1nnnc1C(c1ccc(O)c(OC)c1)N1CCN(c2nc3ccccc3s2)CC1 (stereo unspecified) | 1% | i | -1% | i | -15% | i | . | -12% | i | 1% | -11%
Cn1cccc1C(=O)NC(=O)CSc1nc2ccccc2s1 | 0% | i | 1% | i | ? | i | -7.8% | -12% | ? | 2% | -4%
O=C(NCCCN1CCOCC1)C(C(=O)c1ccccc1)n1ccccc1=O (stereo unspecified) | 5% | ? | -4% | i | -25% | i | 1.1% | 6% | i | -2% | -1%
O=C(COC(=O)Cc1cn2ccsc2n1)NCc1ccc2c(c1)OCO2 | 2% | i | 0% | i | -7% | i | -3.1% | 0% | i | -2% | -7%
O=C(NCCCn1ccnc1)c1noc2c1CCCC2 | 4% | i | 0% | i | 1% | i | -0.5% | 4% | i | -10% | -16%
CN1CCN(c2ccccc2NC(=O)Cc2cn(C)c3ccccc23)CC1 | -1% | . | -2% | . | -2% | . | -0.4% | 6% | . | 9% | -6%
Cc1cc2c(=O)n(C)c(SCC(=O)c3cc4ccccc4o3)nc2s1 | -2% | i | 2% | i | -27% | i | -2.3% | 1% | 1.3e-08M* | 2% | 2%
CCS(=O)(=O)N1Cc2ccccc2CC1C(=O)Nc1nc2ccccc2[nH]1 (stereo unspecified) | -26% | i | -3% | i | -10% | i | -0.5%[57.5 µM] | -21% | ? | 4% | -7%
COc1ccccc1-n1nc(C(=O)Nc2ccc3c(c2)OCO3)c2ccccc2c1=O | -2% | i | -1% | i | -1% | i | 0.7% | ? | i | -10% | -6%
Cn1c(C(=O)OC(C(=O)NC2CCCC2)c2ccncc2)cc2sccc21 (stereo unspecified) | 1% | i | 0% | i | 3% | i | . | -5% | i | -3% | -7%
O=C(Nc1ccc2nn(-c3ccccc3)nc2c1)c1ccc(Br)o1 | 2% | 7.9e-08M* | 3% | i | 15% | 5.9e-08M* | -0.2% | 1% | i | -6% | -2%
CCC1(C)C2(C#N)C(N)=NC(OC)(OC)C12C#N (stereo unspecified) | 1% | . | -5% | . | -6% | . | 1.2% | -1% | . | -2% | -5%
CN(C)Cc1nc2ccccc2c(=O)n1Cc1nc(C(C)(C)C)cs1 | 0% | ? | -1% | i | -29% | i | -0.7% | ? | ? | 0% | -3%
COc1cccc(C2CC(c3ccccc3)Nc3nc(N)nn32)c1 (stereo unspecified) | 2% | . | . | . | -3% | . | 0.4% | 2% | . | 9% | -2%[2.3 µM]
O=C(O)[C@H](Cc1ccccc1)N1C(=O)c2ccccc2C1=O | 0%[11.4 µM] | ? | -3%[9.22 µM] | i | 0%[11.5 µM] | ? | 2.4%[9.22 µM] | -2%[7.6 µM] | i | -6%[9.17 µM] | 2%[11 µM]
O=C(Nc1ccccc1N1CCCCC1)c1cccs1 | 0% | i | 2% | ? | 34%[activator] | i | 0.5% | ? | i | 7% | 21%
COCc1nnc(NC(=O)CCc2ccccc2)s1 | 1% | i | -3% | i | -7% | i | -0.1% | -13% | ? | 3% | -11%
CCOC(=O)CSc1nc(-c2ccc(OC)cc2)ns1 | -19% | i | -1% | i | 12% | i | 0.7% | 6% | i | -8% | 26%
COc1cccc(OCCCCSc2ncccn2)c1 | -2% | . | 2% | . | 117%[activator] | . | 4.6% | 9% | . | 3% | ?
Cn1c(=O)n(C)c2cc(CN3C(=O)OC(C)(C)C3(C)O)ccc21 (stereo unspecified) | 2% | . | . | . | . | . | 0.1% | -9% | . | -1% | -4%
Oc1ccc(Nc2nc(NCC3CCCO3)c3ccccc3n2)cc1 (stereo unspecified) | -7% | i | 0% | i | 13µM* | i | -0.4%[57.5 µM] | -4% | ? | -5% | -6%
O=C(CCSc1nnc2ccccn12)Nc1ccc(F)cc1 | 4% | i | -3% | i | 1% | i | -2.0% | 1% | ? | -5% | 0%

Screens as filed in PubChem BioAssay.
